Assay outcomes deposited in PubChem by National Center for Advancing Translational Sciences (NCATS).
IL-1B inflam inh: inflammasome signaling inhibition, IL-1 beta readout | THP-1 LPS/ATP IL-1B secretion, AlphaLISA, 16 h; active compounds read low | activity change, % at 57.5 µM | 360,000 compounds, 4.7% hits; in the data active = activity change below about -50%; inconclusive = mostly about -30% to -49%; also: % is scaled to controls: 0 for no effect and ±100 for the full control effect
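THP-1 cells pretreated 1 hr with compounds (up to 57.5 uM final), then stimulated with LPS (250 ng/mL final) plus ATP (1.25 mM final); secreted IL-1B measured by AlphaLISA after 16 hr, decreased signal indicating inhibition.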
HT1080-NT tox: kills 2HG-producing HT-1080-NT fibrosarcoma cells; 360,000 compounds, 1.6% hits; HT-1080-NT fibrosarcoma viability, CellTiter-Glo ATP luminescence, 48 h; Potency, µM (top dose mostly 46.1 µM), inactives show at the top dose activity, negative = less viability, most hits filed as cytotoxic;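 also: NT is the 2HG producing partner of a matched IDH1 knockdown line; potency is read from the fitted curve at half-maximal effect; 0% = DMSO-treated cells and -100% = media-only wells without cells; nearly all actives have a fitted effect of over 55% in size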
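Compounds were tested in concentration-response format on HT-1080-NT cells for 48 hours at 37 degrees C. Cell viability came from CellTiter-Glo luminescence; curves were classified by r2, response magnitude and activity.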
HEK293 tox: cytotoxicity counter-screen for GLP-1 receptor inverse agonists | HEK293 cAMP-luciferase reporter cells, luminescence, 24 h | Potency, µM (doses to about 38.3 µM), for inactives: top-dose activity change, negative = inhibition, most hits filed as inhibitors | 410,000 compounds, 0.13% hits;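 also: loss of luciferase light is scored as toxicity; potency is read from the fitted curve at half-maximal effect; % is scaled to controls: 0 for no effect and ±100 for the full control effect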
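Step one: seed cells (200 cells/uL, DMEM with 10% Nu serum, 1% pen-strep). Step two: 12-hour incubation at 37 deg C. Step three: pin 23 nL compound, incubate 24 hr. Step four: add luciferase reagent, read luminescence 12 min later.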
MCF10A rerep: induces DNA re-replication in MCF 10a normal breast cells; MCF 10A DNA re-replication, Hoechst nuclear intensity, 48 h; Potency, µM (top dose mostly 46.1 µM), inactives show at the top dose activity, positive = re-replication, usual class: activators; 350,000 compounds, 2.9% hits; also: potency is read from the fitted curve at half-maximal effect; % of control where 0% means no effect; nearly all actives have a fitted effect of over 50% in size
KB-V1 cytotox: kills drug-selected multidrug resistant KB-V1 cells; 400,000 compounds, 3.4% hits; Potency, µM (top dose mostly 46.1 µM), without a hit: at the highest dose activity change, negative = cytotoxicity, most hits filed as cytotoxic; KB-V1 MDR cells viability, CellTiter-Glo, 72 h; also: potency is read from the fitted curve at half-maximal effect; % is scaled to controls: 0 for no effect and ±100 for the full control effect; nearly all actives have a fitted effect of over 60% in size
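qHTS viability screen in drug-selected KB-V1 MDR cells: 72 h compound treatment at 37 degrees C, ATP luminescence end point.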
KB-3-1 tox: kills parental KB-3-1 adenocarcinoma cells. 400,000 compounds, 1.4% hits. KB-3-1 viability, CellTiter-Glo ATP luminescence, 72 h. AID 1347075. Potency, µM (titrated, usually from 46.1 µM), for inactives: top-dose activity change, negative = cytotoxic, most hits filed as cytotoxic; also: potency is read from the fitted curve at half-maximal effect; % is scaled to controls: 0 for no effect and ±100 for the full control effect; nearly all actives have a fitted effect of over 60% in size
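Cytotoxicity in the drug-sensitive parental line KB-3-1 was scored as loss of CellTiter-Glo luminescence following 72 h incubation with compound. Values come from curve fitting of normalized concentration-response data.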
SW480 rerep: DNA re-replication induction in SW480 cells | SW480 DNA re-replication, Hoechst DNA content imaging, 48 h | Potency, µM (titrated, usually from 46.1 µM), for the others: at the highest dose re-replication activation, usual class: activators | 340,000 compounds, 1.8% hits; also: potency is read from the fitted curve at half-maximal effect; % of control where 0% means no effect; nearly all actives have a fitted effect of over 55% in size
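Treated cells incubate 48 hr (37 C, 5% CO2), are stained 40 min with Hoechst, and nuclear fluorescence is enumerated; a rise in nuclei with high DNA signal marks re-replication.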
D3 ag: agonists of human D3 dopamine receptor | max activation, % | D3R DiscoveRx beta-arrestin cells, luminescence, 90 min | 410,000 compounds, 0.58% hits | P35462; in the data active = max activation above about 30%; also: 0% is about no effect; mostly tested at two doses, the higher about 12 µM
Target sequence (P35462 whole entry, looked up): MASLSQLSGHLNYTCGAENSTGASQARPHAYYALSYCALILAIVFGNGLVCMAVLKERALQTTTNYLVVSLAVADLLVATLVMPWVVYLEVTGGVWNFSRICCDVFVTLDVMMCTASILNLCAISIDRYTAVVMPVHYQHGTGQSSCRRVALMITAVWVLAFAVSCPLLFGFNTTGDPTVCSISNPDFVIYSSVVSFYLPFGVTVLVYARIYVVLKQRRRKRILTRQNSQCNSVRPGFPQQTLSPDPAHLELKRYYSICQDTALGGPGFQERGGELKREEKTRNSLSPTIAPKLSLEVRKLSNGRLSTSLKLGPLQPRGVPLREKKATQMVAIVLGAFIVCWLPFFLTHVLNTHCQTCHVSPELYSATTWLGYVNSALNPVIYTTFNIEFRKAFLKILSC
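Agonist-mode cell screen: cells plated at 1500/well and incubated overnight at 37 °C, then exposed to library compounds for 90 min at 37 °C. Detection reagent was added for 30–60 min at room temperature, and luminescence was read.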
HT1080 IDH1KD tx: kills HT-1080 cells with IDH1 knockdown; 360,000 compounds, 2% hits; AID 686971; HT-1080 IDH1 knockdown viability, ATP luminescence, 48 h; Potency, µM (highest dose often 46.1 µM), inactives show at the top dose activity, negative = toxicity, most hits filed as cytotoxic;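 also: potency is read from the fitted curve at half-maximal effect; 0% = DMSO wells and -100% = cell-free medium wells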
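CellTiter-Glo luminescence after 48 h compound exposure at 37 degrees C of IDH1-knockdown HT-1080 cells in 5% FBS RPMI. %Activity scaled between DMSO wells and cell-free media wells, with curves fitted and assigned curve classes.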
* hit, by the source's call; ? = inconclusive; nt = not tested or not shown; & = joins results of further samples; [ ] = remark or other dose. Unless noted, calls follow the shape of the dose curve; as a rule, active = well fitted curve in the direction sought with a large enough effect; inconclusive = small, poorly fitted or top-dose-only effect, or another doubt; inactive = no such curve, though single readings can be large; an effect the other way counts as inactive or inconclusive.

The opening 2 compounds (preview)
SMILES	IL-1B inflam inh	HT1080-NT tox	HEK293 tox	MCF10A rerep	KB-V1 cytotox	KB-3-1 tox	SW480 rerep	D3 ag	HT1080 IDH1KD tx
CC(NC(=O)CCCn1cc([N+](=O)[O-])cn1)c1ccccc1 (stereo unspecified)	-5.8	-10.4%	-1.6%[7.66 µM]	?	-18.5%	12.0%	3.7%	1.6	15.9%
Cc1oc(-c2ccc(F)cc2)nc1CN1CCCC(C(=O)N2CCOCC2)C1 (stereo unspecified)	-6.3	8.8%	2.4%	7.8%	-12.5%	-3.1%	-34.7%[inhibitor]	-3.9	-0.3%

This part in full, from the first entry:
SMILES	IL-1B inflam inh	HT1080-NT tox	HEK293 tox	MCF10A rerep	KB-V1 cytotox	KB-3-1 tox	SW480 rerep	D3 ag	HT1080 IDH1KD tx
CC(NC(=O)CCCn1cc([N+](=O)[O-])cn1)c1ccccc1 (stereo unspecified)	-5.8	-10.4%	-1.6%[7.66 µM]	?	-18.5%	12.0%	3.7%	1.6	15.9%
Cc1oc(-c2ccc(F)cc2)nc1CN1CCCC(C(=O)N2CCOCC2)C1 (stereo unspecified)	-6.3	8.8%	2.4%	7.8%	-12.5%	-3.1%	-34.7%[inhibitor]	-3.9	-0.3%
N#Cc1cccc(C#N)c1NCC1CCCO1 (stereo unspecified)	1.4	?	5.3%	-0.3%	-6.6%	3.6%	?	-4.2	19.2%
CCOCCCn1c(=N)c(C(=O)NCCN2CCOCC2)cc2c(=O)n3cccc(C)c3nc21	0.0	-9.7%	nt	2.91µM*	3.0%	-0.3%	2.8%	0.4	-6.1%
O=C(CN1C(=O)c2ccc([N+](=O)[O-])cc2C1=O)Nc1nccs1	-3.7	13.1%	3.9%	-6.6%	1.5%	-8.7%	-2.8%	-4.2	14.7%
Cc1ccc(N2C(=O)CC(Sc3ncccc3C(=O)O)C2=O)cc1 (stereo unspecified)	3.2	-17.4%	3.2%	5.4%	15.9%	-4.7%	-16.0%	-2.2	7.3%
COC1(OC)N=C(N)C2(C#N)C(c3ccc4c(c3)OCO4)C12C#N (stereo unspecified)	-14.2	-4.0%	22.2%	?	-8.1%	-22.3%	?	-2.1	-0.3%
CC(C)NC(=O)c1ccc(COc2cc(Cl)ccc2Cl)o1	-61.8*	?	0.1%	15.1%	-4.1%	2.2%	-6.7%	1.2	-21.0%
CC[C@@H](C)[C@H](NC(=O)Cc1c(C)c2c(cc(C)c3c(C)c(C)oc32)oc1=O)C(=O)O	26.0	-18.3%	-17.2%	0.4%	0.0%	12.5%	-1.2%	4.8	-15.3%
CCOC(=O)COc1ccc(/C=C2/C(=O)NN(c3ccc(F)cc3)C2=O)cc1OC	-2.8	-3.0%	0.2%	28.1%	-20.9%	-3.4%	3.9%	2.3	-20.8%
O=C(/C=C/c1ccc(F)cc1)Nc1cc(S(=O)(=O)N2CCOCC2)ccc1N1CCOCC1	-16.6	7.2%	0.3%	nt	4.1%	1.4%	nt	0.4	6.3%
O=C(NCCN1CCN(Cc2ccc([N+](=O)[O-])cc2)CC1)C(=O)Nc1ccccc1	25.0	4.1%	-1.5%	-2.1%	-1.1%	-0.3%	26.4%	-28.3	6.2%[9.24 µM]
CCCCC(=O)N(c1ccc(C)c(C)c1)C1C=CS(=O)(=O)C1 (stereo unspecified)	-3.0	3.4%	-13.7%	?	?	-7.1%	-2.2%	-5.2	1.6%
Oc1ccc(-c2nccs2)cc1	-0.4	10.9%	-4.2%	6.2%	-12.1%	-4.2%	?	-0.8	-0.9%
C#CCOCCOCCOCCNc1nc(N2CCN(C(=O)[C@H](CCCCN)n3cc(CCC(=O)O)nn3)CC2)nc(N2CCN(C(=O)[C@H](Cc3ccc(O)cc3)n3cc(CCO)nn3)CC2)n1	1.8	6.0%	-2.5%	31.6%	4.6%	1.1%	?	2.7	10.6%
CCn1cc(CN2CCC(C(=O)Nc3ccc(Oc4cccnc4)cc3)CC2)c(C)n1	5.5	-1.6%	11.4%	0.0%	-29.4%	4.0%	1.0%	-9.4	1.6%
COc1ccc(C)cc1NC(=O)C(=O)NNC(=O)COc1ccc(Cl)cc1	6.3	?	2.9%	20.6µM*	-1.7%	-23.5%	-6.5%	-1.4	?
COc1ccccc1C(O)c1ncc(-c2ccc(Cl)cc2)[nH]1 (stereo unspecified)	-4.6	1.3%	5.4%	nt	1.9%	0.0%	nt	4.9	2.6%
Cn1c(N)c(C(=O)COC(=O)CNC(=O)c2ccccc2Cl)c(=O)n(C)c1=O	15.0	6.7%	-26.0%	-0.3%	2.1%	-1.8%	-9.9%	21.0	3.7%
CCOc1ccc(S(=O)(=O)N2CCC(C(=O)N3CCN(Cc4ccccc4)CC3)CC2)cc1	-10.7	-7.7%	-3.0%	-0.2%	nt	nt	11.5%	-3.3	-3.2%
Cc1oc(-c2ccccc2Cl)nc1CS(=O)(=O)CC(=O)NC(C)c1ccccc1 (stereo unspecified)	16.6	3.8%	-8.7%&-8.1%	4.1%	3.6%&-11.6%	14.0%&-6.3%	-12.9%	-0.5&3.7	0.4%
CCOC(=O)c1nnn(CC(=O)Nc2ccccc2)c1C(=O)OCC	10.8	10.4%	?	0.8%	0.5%	2.5%	-0.9%	1.9	15.0%
O=C(N/N=C/c1ccc2c(c1)OCO2)c1ccc2ccccc2n1	0.0	-12.8%	19.2%	?	-19.0%	-1.7%	?	-7.0	?
COC(=O)CN1C(=O)[C@H]2[C@@H](c3ccc(C)o3)N3C(=O)CN(Cc4ccccn4)C(=O)[C@@]3(Cc3ccccc3)[C@H]2C1=O	6.8	23.0%	2.3%	-17.2%	?	53.9%	-0.8%	39.1*	17.3%
Nc1ncnc2c1ncn2[C@@H]1O[C@H](C(=O)NCCCN2CCCC2=O)[C@@H](O)[C@H]1O	10.2	18.3%	-11.7%	nt	2.4%	0.0%	nt	5.5	26.4%
O=C(CN1CCc2ccccc2C1)Nc1cccc(S(=O)(=O)N2CCOCC2)c1	-6.8	-3.6%	-3.9%	0.5%	18.4µM*	-0.7%	-0.7%	0.4	-6.4%
Nc1ccc(C(=O)C(=O)c2ccccc2)cc1	-18.2	-6.8%	-8.9%	-1.4%	13.4%	16.8%	-2.8%	-1.5	14.8%
Cc1cccc(CN(C)C[C@H]2OCc3cnnn3CCCC(=O)N([C@@H](C)CO)C[C@@H]2C)c1	7.3	18.1%	3.8%	nt	-3.1%	5.0%	nt	4.7	0.3%
COc1ccc(/C=N/NC(=S)Nc2ccccc2[N+](=O)[O-])cc1O	-4.0	-25.9%	?	?	11.6µM*	?	?	7.0	?
CC(C)N(C(=O)N1CCC(c2nc(-c3ccncc3)no2)CC1)C(C)C	-0.3	-16.3%	1.5%	2.0%	10.3µM*	?	-0.1%	-1.4	-24.4%
Cc1ccc(CNC(=O)CSc2nc3c(sc4ccccc43)c(=O)n2CCCC(=O)NCCO)cc1	nt	nt	-2.4%	nt	9.2%	14.5%	nt	7.1	nt
OC(COc1ccc(-c2ccccc2)cc1)CN1CCCCC1 (stereo unspecified)	-19.0	-8.7%	-17.8%	nt	-23.6%	-1.2%	nt	-5.7	-14.7%
O=C(c1ccccc1)c1ccc(OC(=O)N2CCCC2)cc1	-17.0	3.1%	-14.8%	11.2%	?	-15.4%	-0.5%	-1.0	-12.2%
CCCS(=O)(=O)NC(=O)C1(C)CCCN(C(=O)CSc2ccccc2)C1 (stereo unspecified)	0.0	?	0.0%	nt	3.1%	0.0%	nt	6.4	1.5%
CC(C)NS(=O)(=O)c1ccc(OCC(=O)N(C)Cc2ccccc2)cc1	-1.0	10.8%	4.5%	?	-8.9%	-2.2%	4.0%	12.8	10.0%
CCOC(=O)C1(CCCc2ccccc2)CCN(Cc2cnn(C)c2)CC1	-12.3	-21.2%	2.8%	22.3%	-0.6%	-1.6%	-12.2%	-19.0	-5.3%
O=C(COC(=O)COc1ccccc1[N+](=O)[O-])NC1CCCCC1	6.0	-0.7%	1.9%	-3.1%	17.4%	4.0%	-11.6%	-1.7	6.1%
Cc1cccc(C(=O)N2CCC(N3CCN(Cc4ccc(F)cc4)C(=O)C3=O)CC2)c1	nt	nt	1.1%	nt	24.9%	-3.8%	nt	-3.4	nt
COc1ccc(N2CCN(C(=O)CNC(=O)c3ccc(C(C)(C)C)cc3)CC2)cc1	27.0	-12.5%	-9.1%	-1.1%	13.0%	10.7%	-8.1%	7.1	-18.9%
O=C1C(Cc2ccccc2)Nc2ncnc(N3CCN(c4ccccc4)CC3)c2N1Cc1ccccc1 (stereo unspecified)	-59.2*	-29.8%	-15.1%	14.0%	-6.1%	-16.5%	0.5%	-28.6	0.1%
O=C(c1cccc(F)c1)N1CCN(S(=O)(=O)c2ccc(C(F)(F)F)cc2)CC1	1.1	9.0%	9.5%	5.9%	?	-16.5%	-4.9%	-3.3	-4.9%
O=C(CCS(=O)(=O)c1ccc(Cl)cc1)NC1CCCC1	-4.7	-3.0%	0.0%	2.3%	?	15.3%	9.8%	4.2	1.2%
COc1cc(-c2cc(C(=O)N3CCCCCC3)c3ccccc3n2)cc(OC)c1OC	-20.6	9.3%	1.4%	27.1%	?	-21.3%	-9.4%	7.2	?
O=c1cc(CSc2ncn[nH]2)[nH]c2ccc(F)cc12	nt	nt	-6.1%	nt	3.6%	-1.4%	nt	4.8	nt
CC1Cc2cc(S(=O)(=O)N3CCN(c4ccccc4F)CC3)ccc2N1C(=O)C1CCC1 (stereo unspecified)	nt	nt	0.0%	nt	-8.7%	-5.6%	nt	-12.4	nt
O=C(O)C1CCCN(S(=O)(=O)c2ccc3c(c2)OCCO3)C1 (stereo unspecified)	1.2	4.1%	-0.1%	-4.9%	8.9%	-1.5%	-13.1%	-16.2	2.9%
Cc1csc2ncnc(N3CCN(C(=O)Nc4ccc(OC(F)(F)F)cc4)CC3)c12	-70.8*	?	-4.2%	16.9%	-30.3%	?	4.8%	3.0	-20.2%
